FBW7 act – activators of human E3 ligase FBW7. Q969H0. 650,000 tested, 0.13% active. normalized activity (activation), % at 26.1 µM. AID 1259310. AlphaScreen FBW7–phospho-cyclin E peptide binding, activator screen; in the data active means normalized activity above about 1.9%;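 further: purified mutant Fbw7 with reduced substrate affinity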
GPR151 ag – activators of human GPR151; Q8TDV0; PathHunter beta-arrestin GPR151 cells, luminescence; activation, % at 11.2 µM; 650,000 tested, 1% active; AID 1508602; in the data active means activation above about 4.9%;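 further: 0% = median of compound wells and 100% = cells with positive control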
Target sequence (Q8TDV0 whole entry, looked up): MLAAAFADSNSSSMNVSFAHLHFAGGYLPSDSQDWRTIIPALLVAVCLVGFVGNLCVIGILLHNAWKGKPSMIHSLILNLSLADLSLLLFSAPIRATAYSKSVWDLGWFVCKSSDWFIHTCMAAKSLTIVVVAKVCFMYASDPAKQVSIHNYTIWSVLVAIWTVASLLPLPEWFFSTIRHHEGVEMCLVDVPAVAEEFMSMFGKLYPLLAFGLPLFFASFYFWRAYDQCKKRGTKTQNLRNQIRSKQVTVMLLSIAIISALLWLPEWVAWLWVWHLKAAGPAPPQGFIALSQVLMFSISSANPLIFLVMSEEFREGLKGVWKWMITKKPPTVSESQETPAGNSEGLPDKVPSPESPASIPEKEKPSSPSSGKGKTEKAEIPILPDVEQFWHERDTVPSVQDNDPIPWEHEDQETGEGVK
MITF primary – blocks human microphthalmia-associated transcription factor. O75030. AID 1259374. 650,000 tested, 0.91% active. AlphaScreen MITF homodimerization, bead proximity signal. inhibition, % at 2.6 µM; in the data active means inhibition above about 50%;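 further: 0% = vehicle wells with protein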
Target sequence (O75030 whole entry, looked up): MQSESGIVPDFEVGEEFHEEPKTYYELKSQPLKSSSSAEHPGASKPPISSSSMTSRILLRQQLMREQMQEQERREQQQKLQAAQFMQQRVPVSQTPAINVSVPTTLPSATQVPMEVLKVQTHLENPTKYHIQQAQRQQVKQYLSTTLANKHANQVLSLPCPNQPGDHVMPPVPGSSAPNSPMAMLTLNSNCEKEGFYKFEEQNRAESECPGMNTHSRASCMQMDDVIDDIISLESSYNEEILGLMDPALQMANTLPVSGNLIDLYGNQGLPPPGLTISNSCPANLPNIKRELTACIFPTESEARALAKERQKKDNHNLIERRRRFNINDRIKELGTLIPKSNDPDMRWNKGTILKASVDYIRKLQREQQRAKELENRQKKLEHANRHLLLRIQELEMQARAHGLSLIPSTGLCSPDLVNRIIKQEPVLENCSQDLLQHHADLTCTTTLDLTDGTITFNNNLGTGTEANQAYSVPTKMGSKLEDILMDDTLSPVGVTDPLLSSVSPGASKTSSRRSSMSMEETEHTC
TEAD-YAP inh – TEAD-YAP interaction inhibition. HEK-TIYL cells, TEAD-Gal4/YAP UAS-luciferase luminescence. inhibition, % at 9.12 µM. 640,000 tested, 1.4% active; in the data active means inhibition above about 32%;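 further: 0% = median of test compound wells and 100% = reference inhibitor wells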
* hit, by the source's call.

No.	canonical_smiles	FBW7 act	GPR151 ag	MITF primary	TEAD-YAP inh
1	O=C(Cc1ccc(Cl)c(Cl)c1)NCC(c1cccs1)N1CCOCC1 (stereo not given)	0.0	1.0	1	-6
2	C=CCOc1ccc(C2C(C#N)=C(N)OC(C)=C2C(C)=O)cc1 (stereo not given)	-0.1	0.4	0	4
3	COc1ccc2c(c1)C(C)(Cc1ccc(C)cc1)C(=O)N2 (stereo not given)	-0.1	-0.5	20	9
4	O=C1OC(c2ccccc2Br)=N/C1=C\c1ccccc1[N+](=O)[O-]	0.2	-0.7	11	-5
5	N#CC1(C#N)[C@H](c2ccc(-c3ccccc3)cc2)[C@@H](C(=O)C(F)(F)F)N2c3ccc(Cl)cc3C=C[C@@H]21	0.0	-1.3	13	-7
6	COc1cc(-c2nc(N3CCN(c4ccccc4F)CC3)c3ccccc3n2)cc(OC)c1OC	0.7	0.5	15	6
7	O=C(NC1CC1)c1cnc2scc(-c3ccccc3)n2c1=O	-0.2	0.3	4	2
8	COc1cccc(NC(=O)C2C3C=CC4(O3)C2C(=O)N(CCc2ccc(OC)c(OC)c2)C4C(=O)NC2CCCCC2)c1 (stereo not given)	-0.1	2.1	4	6
9	CCOC(=O)c1sc2nc(C)nc(Nc3ccc(C)cc3)c2c1C	0.0	-0.4	18	1
10	COc1cccc(NC(=O)c2cc(C(C)C)n(-c3nc4ccccc4s3)n2)c1	0.0	0.0	-11	48*
11	O=C(Cn1cnc([N+](=O)[O-])c1)Nc1cc(Oc2ccccc2)cc([N+](=O)[O-])c1	0.1	0.5	-9	-2
12	COc1ccc(Cl)cc1C(=O)NC1CCCCCC1	0.1	1.1	0	9
13	CCC(C)NS(=O)(=O)c1ccc(OCC(=O)NCc2ccncc2)cc1 (stereo not given)	-0.2	1.4	-8	-3
14	Cc1ccc(-n2nc3ccc(NC(=O)c4ccc(C(C)(C)C)cc4)cc3n2)cc1Cl	0.2	-0.6	15	3
15	Cc1cc(C)nc(SCC(=O)Nc2ccccc2Oc2ccccc2)n1	0.2	0.3	11	7
16	Cc1ccccc1-c1cnnc(NC[C@@H]2CCCN3CCCC[C@H]23)n1	-0.1	0.2	13	4
17	O=C(Nc1ccc(F)c(F)c1F)c1ccc(=O)[nH]c1	0.2	-6.3	0	5
18	O=C(Nc1cccc(Br)c1)c1ccn(C(=O)c2ccc(Cl)cc2)n1	0.1	-1.8	-2	-38
19	COc1cc(Nc2ccnc(-c3ccc(C(=O)N4CCN(C)CC4)cc3)n2)cc(OC)c1OC	0.0	1.4	8	6
20	Cc1ccc(C(=O)COC(=O)c2cc(-c3ccccc3)nc3ccccc23)cc1[N+](=O)[O-]	0.0	0.9	5	-2
21	CC(/C=N\NC(=O)Cn1nnc2ccccc21)=C\c1ccccc1	0.0	-0.5	4	4
22	COC(=O)CC1=NN(c2ccccc2)C(=O)/C1=C\c1ccc(OC)cc1	-0.1	-1.6	2	-1
23	C/C(=C\c1ccccc1)CN1C[C@@H](n2cnnn2)C[C@H]1C(=O)NCc1cccs1	-0.2	-0.4	4	1
24	CN(C(=O)c1ccc(Cl)cc1Cl)C12CC3CC(CC(C3)C1)C2	0.0	-0.6	10	7
25	COc1cccc(-c2noc(C3CCCN(C(=O)CC4CCCCC4)C3)n2)c1 (stereo not given)	-0.1	0.1	5	5
26	Cc1cc2c(cc1C)C(c1ccc(Cl)cc1Cl)CC(=O)N2 (stereo not given)	0.0	0.8	-5	7
27	Cc1cc(C)c(OCCn2c(-c3ccc(Cl)cc3)nc3ccccc3c2=O)c(C)c1	0.9	0.1	7	-11
28	COc1cc(C(=O)Nc2ccc3oc(-c4cc(I)ccc4Cl)nc3c2)cc(OC)c1OC	-0.1	0.9	5	8
29	CCc1ccc(C(=O)CC2(O)C(=O)Nc3ccc(CC)cc32)cc1 (stereo not given)	-0.1	-0.8	1	-3
30	CCCCCCn1c(Br)nc2c1c(=O)[nH]c(=O)n2C	-0.1	-1.5	-1	-7
31	O=C(NCc1ccccc1)c1csc(Nc2ccc3ncccc3c2)n1	0.0	-0.1	6	-1
32	O=C(NC1CCCCC1)c1cccnc1Nc1ccc(F)cc1	0.0	-0.9	-5	16
33	Cc1ccc(NC(=O)CCC2COc3ccccc3O2)cc1Cl (stereo not given)	0.1	0.2	-2	-6
34	CC(C)(C)NC(=O)N1CCN(CCNC(=O)c2ccsc2)CC1	-0.1	0.3	-2	2
35	O=C(NNC(=O)C1CCN(S(=O)(=O)c2ccc(Cl)cc2)CC1)c1ccncc1	1.1	0.2	16	-3
36	O=S(=O)(/C=C/c1ccccc1)N1CCCC(N2CCN(c3ccccc3)CC2)C1 (stereo not given)	-0.2	5.6*	1	20
37	Nc1ccccc1C(=O)NC12CC3CC(CC(C3)C1)C2	-0.1	-1.2	-6	-9
38	CC(C)C(=O)N1CCN(c2ccc(NC(=O)c3ccc(C#N)cc3F)cc2Cl)CC1	-0.1	0.9	17	5
39	O=C(CN1CCN(c2ccc(Cl)cc2)CC1)Nc1ccc(Oc2ccccc2)cc1	0.1	0.9	-11	0
40	CCn1cccc(-c2nnc(SCC(=O)Nc3ccc(C)c(Cl)c3)n2C)c1=O	-0.1	-0.7	-4	1
41	CCCCCCCC(=O)N/N=C(/C)c1cccs1	0.0	1.3	-12	4
42	COc1ccccc1NC(=O)CCC(=O)c1ccc(F)cc1	-0.1	-1.0	1	8
43	CCn1c(N)c(C(=O)NCCc2ccccc2)sc1=S	0.0	-0.9	14	-36
44	CCCC(c1nnnn1C1CCCCC1)N1CCN(CC)CC1 (stereo not given)	0.2	0.1	7	4
45	O=C(Nc1cc(C(F)(F)F)ccc1Cl)c1cc(-c2cccnc2)on1	-0.1	-0.1	-8	-2
46	Cc1cccc(NC(=O)c2cc3ccccc3o2)c1	0.1	-5.0	-4	-50
47	CC(=O)N1CCN(Cc2ccc3c(c2)CN(Cc2ccc4c(c2)CCO4)CCO3)CC1	-0.1	-0.6	4	14
48	CC(=O)c1ccc(NC(=O)c2cccc(NC(=O)C(C)C)c2)cc1	0.0	-2.2	3	-58

49	CCn1c(C(CC(C)C)NC(=O)Cc2ccccc2OC)nc2cccnc21 (stereo not given)
50	CCC1CN(CCC(=O)NCc2nc3c(s2)CCCC3)Cc2cc(OC)ccc2O1 (stereo not given)
51	CCc1ccc(NC(=O)c2ccc(F)c(S(=O)(=O)N3CCCCC3)c2)cc1
52	Cc1cc(C)c2nc3s/c(=C\C=C/c4ccccc4)c(=O)n3c2c1
53	CCCCCCCc1ccc(C(=O)Oc2ccc(I)cc2)cc1
54	O=C1CCCc2[nH]c(-c3ccccc3)nc21
55	CC(=O)c1cccc(NC(=O)c2sc3nc4ccc(C)cc4cc3c2N)c1
56	Cc1cc(CN(C)C2CCC(=O)N(CCC(C)C)CC2)on1 (stereo not given)

| Assay by compound | 49 | 50 | 51 | 52 | 53 | 54 | 55 | 56 |
| --- | --- | --- | --- | --- | --- | --- | --- | --- |
| FBW7 act | 0.0 | 0.1 | 0.0 | 0.5 | -0.1 | -0.1 | 0.0 | -0.1 |
| GPR151 ag | -0.2 | 4.6 | 0.0 | -0.9 | -1.1 | -5.1 | -0.3 | -0.3 |
| MITF primary | 7 | 12 | 1 | 21 | -6 | 7 | 2 | 10 |
| TEAD-YAP inh | -11 | 6 | -2 | -4 | -4 | -12 | -10 | 6 |

An excerpt from above in order of heavy-atom count, falling.
50	CCC1CN(CCC(=O)NCc2nc3c(s2)CCCC3)Cc2cc(OC)ccc2O1 (stereo not given)
49	CCn1c(C(CC(C)C)NC(=O)Cc2ccccc2OC)nc2cccnc21 (stereo not given)
51	CCc1ccc(NC(=O)c2ccc(F)c(S(=O)(=O)N3CCCCC3)c2)cc1
52	Cc1cc(C)c2nc3s/c(=C\C=C/c4ccccc4)c(=O)n3c2c1
56	Cc1cc(CN(C)C2CCC(=O)N(CCC(C)C)CC2)on1 (stereo not given)
54	O=C1CCCc2[nH]c(-c3ccccc3)nc21

| Assay by compound | 50 | 49 | 51 | 52 | 56 | 54 |
| --- | --- | --- | --- | --- | --- | --- |
| FBW7 act | 0.1 | 0.0 | 0.0 | 0.5 | -0.1 | -0.1 |
| GPR151 ag | 4.6 | -0.2 | 0.0 | -0.9 | -0.3 | -5.1 |
| MITF primary | 12 | 7 | 1 | 21 | 10 | 7 |
| TEAD-YAP inh | 6 | -11 | -2 | -4 | 6 | -12 |

Continued.
57	COc1ccc(CN2CCNC(=O)C2CC(=O)O)cc1OC (stereo not given)
58	COc1cccc(NC(=O)C(=O)N/N=C/c2ccc3c(c2)OCO3)c1
59	O=C(NCCCN1CCCC1=O)c1cccc(Nc2ccc(-n3ccnc3)cc2)n1
60	COCCCN1C(=O)C(=O)/C(=C(/O)c2ccc(OC)cc2)C1c1cccc2ccccc12 (stereo not given)
61	CC(C)(C)C(=O)Nc1ccc(C(=O)NCCNC(=O)Nc2ccccc2Cl)cc1
62	N#Cc1ccccc1NC(=O)CN1CCN(S(=O)(=O)c2ccc3ccccc3c2)CC1
63	NC1=NC(c2cccc(Cl)c2)n2c(nc3ccccc32)N1 (stereo not given)
64	N#CCCn1c(=S)sc2ccccc21

| Assay by compound | 57 | 58 | 59 | 60 | 61 | 62 | 63 | 64 |
| --- | --- | --- | --- | --- | --- | --- | --- | --- |
| FBW7 act | 0.1 | -0.1 | 0.0 | -0.1 | -0.1 | 0.0 | -0.1 | -0.1 |
| GPR151 ag | -1.1 | 0.5 | -2.7 | 0.3 | -1.6 | -1.7 | -0.4 | 0.0 |
| MITF primary | 3 | 12 | -1 | 5 | -9 | -1 | 13 | -20 |
| TEAD-YAP inh | -9 | -9 | -4 | 7 | -13 | 0 | 10 | -8 |

65	CCn1c(SCC(N)=O)nnc1-c1ccc(Cl)cc1
66	O=C(O)/C(=C\c1ccc(F)cc1)NC(=O)c1ccco1
67	CC(C)[C@H](NC(=O)c1ccc(C(C)(C)C)cc1)C(=O)OCC(N)=O
68	N#Cc1c(NC(=O)COC(=O)CN2C(=O)c3ccccc3C2=O)sc2c1CCCCC2
69	CC(NC(=O)/C(=C/c1ccc2c(c1)OCO2)NC(=O)c1cccc([N+](=O)[O-])c1)C(=O)O (stereo not given)
70	Cc1nc2c(c3c1[nH]c1ccccc13)/C(=N/O)CC(C)(C)C2
71	COc1ccc(-c2cc(C(=O)Nc3ccccc3C(N)=O)c3ccccc3n2)cc1OC
72	O=C(NCc1ccccc1)c1c(Cl)nc(Cl)c(Cl)c1Cl

| Assay by compound | 65 | 66 | 67 | 68 | 69 | 70 | 71 | 72 |
| --- | --- | --- | --- | --- | --- | --- | --- | --- |
| FBW7 act | 0.1 | 0.3 | -0.1 | 0.1 | -0.3 | 0.7 | 0.3 | -0.1 |
| GPR151 ag | -0.4 | -0.9 | 4.0 | -0.9 | 1.4 | -1.0 | -0.4 | -0.1 |
| MITF primary | -8 | 0 | 1 | -5 | -34 | 9 | -76 | -2 |
| TEAD-YAP inh | 0 | 3 | -7 | 1 | 0 | 12 | 11 | 47* |

73	CCCN1CC[C@H]2[C@H](CCC(=O)N2Cc2cccc(C(F)(F)F)c2)C1
74	Cc1c(C(=O)Nc2ccccc2C(F)(F)F)sc2nc(SCc3cccc([N+](=O)[O-])c3)n(Cc3ccccc3)c(=O)c12
75	COc1ccccc1CNC(=O)CCc1c(C)nc2c(c(C)nn2C)c1C
76	Cc1cccc(CSc2nc3nc(C)c(Cc4ccc(F)cc4Cl)c(C)n3n2)c1
77	O=C(CCc1nnc(CCc2ccccc2)o1)NCc1cc(-c2ccccc2)n[nH]1
78	CC(C)C(=O)N1CCN(c2ccccc2NC(=O)c2ccccc2[N+](=O)[O-])CC1
79	Cc1cc(NC(=O)c2n[nH]c3ccccc23)ccc1Br
80	O=C(CN1CCN(c2ccc(F)cc2)CC1)c1ccc2cc[nH]c2c1

| Assay by compound | 73 | 74 | 75 | 76 | 77 | 78 | 79 | 80 |
| --- | --- | --- | --- | --- | --- | --- | --- | --- |
| FBW7 act | 0.1 | 0.3 | 0.0 | -0.2 | -0.1 | 0.1 | 0.4 | 0.0 |
| GPR151 ag | 0.2 | 1.0 | -0.6 | -1.3 | -1.3 | 0.4 | -1.7 | -0.1 |
| MITF primary | 0 | 15 | 4 | -12 | -2 | 2 | 25 | 16 |
| TEAD-YAP inh | 5 | 7 | 6 | 8 | -6 | -11 | -76 | 4 |

81	Cc1nc(N2CCN(Cc3ccccc3)CC2)nc(N2CCOCC2)c1[N+](=O)[O-]
82	CCN1CCCC1CNC(=O)c1nnc(Cc2cccc(F)c2)o1 (stereo not given)
83	CCN(CC)S(=O)(=O)c1ccc(OC)c(NC(=O)c2n[nH]c(=O)c3ccccc23)c1
84	CCN(CC)Cc1ccc(C(=O)O)cc1
85	O=C(NC(=S)Nc1nc2ccc(Cl)cc2s1)c1ccco1
86	CCn1cc(CNc2nc3nonc3nc2N2CCCCC2)cn1

| Assay by compound | 81 | 82 | 83 | 84 | 85 | 86 |
| --- | --- | --- | --- | --- | --- | --- |
| FBW7 act | -0.2 | -0.1 | -0.2 | 0.0 | 0.0 | 0.3 |
| GPR151 ag | 0.7 | -0.2 | 0.7 | 0.1 | 4.4 | -1.2 |
| MITF primary | 4 | -4 | 9 | 8 | 13 | 15 |
| TEAD-YAP inh | 6 | -1 | 1 | -2 | -11 | 3 |

5 compounds from above, limited to GPR151 ag, TEAD-YAP inh and MITF primary:
no.	compound	GPR151 ag	TEAD-YAP inh	MITF primary
82	CCN1CCCC1CNC(=O)c1nnc(Cc2cccc(F)c2)o1 (stereo not given)	-0.2	-1	-4
84	CCN(CC)Cc1ccc(C(=O)O)cc1	0.1	-2	8
83	CCN(CC)S(=O)(=O)c1ccc(OC)c(NC(=O)c2n[nH]c(=O)c3ccccc23)c1	0.7	1	9
86	CCn1cc(CNc2nc3nonc3nc2N2CCCCC2)cn1	-1.2	3	15
85	O=C(NC(=S)Nc1nc2ccc(Cl)cc2s1)c1ccco1	4.4	-11	13

Source: PubChem
